Cneo AK release – Cryptococcus neoformans cell lysis inducers, primary screen, AK release luminescence, single concentration; C. neoformans lysis, adenylate kinase release luminescence, 4 h; normalised: neutral wells 0, clomiphene wells 100; lysis activity, % at 15 µM; hit rate 0.2% among 360,000; AID 651654, 2012;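 active = mean lysis activity across replicates of at least 80%, whatever share of replicates individually reach that level; inactive = mean lysis activity below 80%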
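Assay system: Cryptococcus neoformans yeast cells / Dosing: single-point compound dose / Timing: 4 h at 37 °C static, read 1 h later / Measured by: luminescence of released adenylate kinase using an AK detection reagent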
Statin myotox sup – suppressors of statin myotoxicity in C2C12 myotubes, primary screen, cell-based, single point, plate reader. C2C12 myotubes + simvastatin, ATP luminescence, 48 h; scaled: DMSO 0, geranylgeraniol control 100. rescue of ATP level, % at 7.49 µM. hit rate 0.78% among 330,000. AID 602340, 2012;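 active = mean ATP rescue above about 67%, or every replicate alone reaching that limit, limit read from the data, passing the limit was not always enough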;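 note: myotubes were challenged with 10 µM simvastatin during compound exposure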
PGC1a acetyl inh – inhibitors of PGC1a acetylation signal, primary screen, cell-based, U2OS, AlphaScreen, inhibitor mode | AlphaScreen anti-acetyl-lysine; with virally co-expressed GCN5 acetyltransferase | inhibition, % at 15.6 µM | hit rate 0.17% among 350,000;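 active = every replicate shows inhibition of at least 40%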;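 note: 0% = neutral control wells and 100% = positive control wells; some results beyond the cut were filed as inactive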
S100A4 MyoIIA – inhibitors of S100A4-myosin IIA peptide binding, primary screen, biochemical, fluorescence polarization, TAMRA-MyoIIA peptide. inhibition, % at 10.7 µM. hit rate 0.14% among 360,000. AID 652163, 2013;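 active = mean inhibition of at least 70% across replicates, with every replicate also reaching that level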
Target sequence (P26447 whole entry, looked up): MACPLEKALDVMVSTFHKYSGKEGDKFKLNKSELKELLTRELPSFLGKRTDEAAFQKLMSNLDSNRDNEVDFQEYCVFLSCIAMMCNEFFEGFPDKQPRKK
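Assay system: human S100A4 monomer with TAMRA-labelled myosin IIA peptide / Buffer or medium: Calcium-containing HEPES buffer, pH 7.2 / Reagent: TAMRA-labelled myosin IIA heavy-chain peptide probe, 5 nM / Compound: one dose per compound / Timing: polarization read 5 min after assay mix addition, stable 5–60 min / Benchmarks: neutral control DMSO, positive control TFP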
SIRT5 block – SIRT5 desuccinylase inhibitors, primary screen, biochemical, fluorescence imaging, single point, set 5 | AID 652115, 2013 | hit rate 1.1% among 330,000 | Purified SirT5, succinyl-peptide AMC, trypsin-coupled fluorescence | inhibition, % at 15 µM; in the data active = inhibition above about 15%
Target sequence (Q9NXA8 whole entry, looked up): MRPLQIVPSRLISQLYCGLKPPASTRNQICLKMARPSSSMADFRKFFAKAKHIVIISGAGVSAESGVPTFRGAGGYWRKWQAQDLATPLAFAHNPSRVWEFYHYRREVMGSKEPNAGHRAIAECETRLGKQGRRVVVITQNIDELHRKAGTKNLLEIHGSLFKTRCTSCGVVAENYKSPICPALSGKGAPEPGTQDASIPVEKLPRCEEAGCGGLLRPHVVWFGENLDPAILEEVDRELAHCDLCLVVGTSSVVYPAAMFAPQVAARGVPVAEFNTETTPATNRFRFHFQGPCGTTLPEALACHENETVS
Xi reactivation – activators of inactive X chromosome reactivation, primary screen, imaging, XiGFP fibroblasts, GFP high-content imaging, set 2; hit rate 0.055% among 360,000; AID 743238, 2013; XiGFP mouse fibroblasts, % GFP-positive cells imaging, 3 d; cells co-treated with 5-aza-dC sensitizer; scaled so ellipticine positive control = 100%; activation, % at 7.58 µM;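 active = mean normalized replicate activation at least 10% and every replicate at or above 10%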;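 note: 0% = median of on-plate neutral control wells and 100% = ellipticine 6 µM median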
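Assay system: SV40-immortalized XiGFP fibroblast cells, line 68-5-11; buffer or medium: DMEM plus 5-aza-dC sensitizer; compound: one concentration, pinned; timing: compounds 3 days, fix/stain 15 min at room temperature; benchmarks: positive control ellipticine, 6 µM final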
LGR2 antag – inhibitors of bursicon-induced LGR2 CRE-luciferase signal, primary screen, cell-based, HEK293, CRE-luciferase reporter, bursicon stimulation; Drosophila bursicon receptor LGR2 (rickets); inhibition, % at 9.99 µM; AID 720647, 2013; bursicon-stimulated, 4 h; hit rate 0.35% among 380,000;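 active = drop in luminescence signal, shown as inhibition above about 50% in the replicate tests, limit read from the data, passing the limit was not always enough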;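 note: agonist challenge used bursicon conditioned medium at about half maximal strength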
ERAP1 HTS inh – human ERAP1 aminopeptidase inhibitors, primary screen, biochemical, single point, plate reader; Endoplasmic reticulum aminopeptidase 1 (Homo sapiens), Q9NZ08; recombinant ERAP1, Leu-AMC fluorescence, 60 min; inhibition, % at 10.7 µM; hit rate 0.15% among 340,000; AID 652197, 2013;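 active = mean replicate inhibition of at least 30%, or all replicates individually reaching that 30% level; inactive = mean below 30% and not every replicate reaching it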;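 note: 0% = neutral control wells and 100% = L-leucinethiol positive control wells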
An asterisk follows results filed as active; · = no result given; & = joins results of further samples. These rows are one share of the data. The share of hits here may be higher or lower than overall.

mol,Cneo AK release,Statin myotox sup,PGC1a acetyl inh,S100A4 MyoIIA,SIRT5 block,Xi reactivation,LGR2 antag,ERAP1 HTS inh
CC1CN=C(Nc2ccc(F)c(Cl)c2)S1 (stereo unspecified),·,·,·,-0.4,-4.5,0.0,·,-2.1
COc1ccc(NC(=O)N2CCC3(CC2)OCCO3)c(OC)c1,·,·,·,-2.2,-3.0,0.4,-2.5,-0.3
CC(C)NC(C)C(=O)C12CC3CC(CC(C3)C1)C2 (stereo unspecified),0.0,8.7,·,5.8,-14.4,·,4.6,0.6
CC(=O)NNC(=O)CN1C(=O)CN=C(c2ccccc2)c2cc(Br)ccc21,·,·,·,3.8,3.1,0.0,·,1.5
COC(=O)C1=C(c2ccc(OCc3ccccc3)cc2)C[C@@H]2CC[C@H]1N2C(=O)NCCc1ccc(F)cc1,·,3.9,7.5,0.7,0.1,0.4,5.8,12.4
Clc1cccc(NC2=NCCS2)c1,·,·,·,-5.8,-1.9,0.0,-29.8,3.7
Cc1ccc(CN2C3CCCC2CC(NC(=S)NCc2ccccc2)C3)cc1 (stereo unspecified),·,-4.2,-6.6,-6.2,-2.1,0.1,1.3,-3.2
N=C1SCC(=O)N1Cc1ccccc1,·,·,-4.1,0.2,2.9,0.1,16.9,-5.1
O=C(NN=Cc1ccc(N(CCCl)CCCl)cc1)c1cc(=O)[nH]c(=O)[nH]1,0.8,2.8,5.2,2.2,·,0.4,-16.0,2.8
CCCCOC1OCN(C2CCCCC2)CC1(C)C (stereo unspecified),-0.3,-2.8,-7.2,3.9,-3.5,0.1,-0.4,-1.7
N[C@@]1(C(=O)O)CC[C@@H](C(=O)O)C1,1.0,12.6,14.7,0.4,-16.2,-0.1,-4.9,-1.7
O=C(Cc1ccncc1)N1CCCCN2[C@H](CO)[C@H](c3ccc(C#CC4(O)CCCC4)cc3)[C@@H]2C1,-1.6,·,8.9,-2.4,1.2,0.0,12.8,3.9
CC(C)OCCCNC(=O)c1c(N)n(CC2CCCO2)c2nc3ccccc3nc12 (stereo unspecified),·,·,-12.9,-6.6,-24.7,·,-4.4,-106.3
COc1ccc2[nH]cc(CCN=C(N)N)c2c1,1.6,3.1,-0.2,-0.3,-0.4,0.0,3.7,3.9
CN1c2ccc([N+](=O)[O-])cc2CC2(C(=O)NC(=O)NC2=O)C1c1ccccc1 (stereo unspecified),·,·,·,-8.4,4.2,0.4,-7.9,15.9

Quoted from the listing, eight compounds:
mol,Cneo AK release,Statin myotox sup,PGC1a acetyl inh,S100A4 MyoIIA,SIRT5 block,Xi reactivation,LGR2 antag,ERAP1 HTS inh
N=C1SCC(=O)N1Cc1ccccc1,·,·,-4.1,0.2,2.9,0.1,16.9,-5.1
O=C(NN=Cc1ccc(N(CCCl)CCCl)cc1)c1cc(=O)[nH]c(=O)[nH]1,0.8,2.8,5.2,2.2,·,0.4,-16.0,2.8
CCCCOC1OCN(C2CCCCC2)CC1(C)C (stereo unspecified),-0.3,-2.8,-7.2,3.9,-3.5,0.1,-0.4,-1.7
N[C@@]1(C(=O)O)CC[C@@H](C(=O)O)C1,1.0,12.6,14.7,0.4,-16.2,-0.1,-4.9,-1.7
O=C(Cc1ccncc1)N1CCCCN2[C@H](CO)[C@H](c3ccc(C#CC4(O)CCCC4)cc3)[C@@H]2C1,-1.6,·,8.9,-2.4,1.2,0.0,12.8,3.9
CC(C)OCCCNC(=O)c1c(N)n(CC2CCCO2)c2nc3ccccc3nc12 (stereo unspecified),·,·,-12.9,-6.6,-24.7,·,-4.4,-106.3
COc1ccc2[nH]cc(CCN=C(N)N)c2c1,1.6,3.1,-0.2,-0.3,-0.4,0.0,3.7,3.9
CN1c2ccc([N+](=O)[O-])cc2CC2(C(=O)NC(=O)NC2=O)C1c1ccccc1 (stereo unspecified),·,·,·,-8.4,4.2,0.4,-7.9,15.9

Next section
mol,Cneo AK release,Statin myotox sup,PGC1a acetyl inh,S100A4 MyoIIA,SIRT5 block,Xi reactivation,LGR2 antag,ERAP1 HTS inh
Nc1ccc2c(c1)Cc1ccccc1-2,-3.9,5.9,15.8,·,·,0.1,-36.6,·
CCC12CN3CC(CC)(CN(C1)C3c1cccnc1)C2=O (stereo unspecified),-0.3,137.3*,-1.3,·,·,·,3.2,·
COC(=O)[C@@H]1[C@@H](CO)[C@@H]2Cn3c(ccc(C4=CCCC4)c3=O)[C@H]1N2CC1CCCCC1,41.8,-4.1,·,-3.6,3.7,0.6,-7.6,-3.5
O=C(O)c1ccc([N+](=O)[O-])c([N+](=O)[O-])c1,-3.4,1.4,-10.1,-0.4,1.6,0.0,8.8,-4.7
COc1ccc(-c2ccc3n2Cc2cnnn2-c2ccccc2-3)cc1,0.5,8.2,-1.0,-3.5,·,0.0,1.3,·
O=c1[nH]c2ccccc2n1C1CCN(C(c2ccnc3ccccc23)c2nnnn2Cc2ccccc2)CC1 (stereo unspecified),-0.1,-18.1,-0.5,-8.6,-0.7,0.0,13.1,0.4
CCOc1ccc(N=Cc2c(O)n(-c3ccc(C)c(C)c3)c(=O)[nH]c2=O)cc1,4.3,-5.7,0.5,-3.8,0.9,0.0,-3.4,-5.2
COc1ccc(C)cc1NC(=O)c1c(C)nn(Cc2ccccc2)c1Cl,·,·,·,-2.5,2.5,0.3,-8.9,-4.4
COc1cc(/C=C2\C(=O)NC(=O)N(CCc3ccc(F)cc3)C2=O)ccc1O,·,·,·,-12.5,3.9,0.1,·,-0.7
CC/C(=N\NC(=O)c1ccccc1)c1c(O)n(C2CCCCC2)c(=O)[nH]c1=O,0.5,-3.1,·,-2.7,4.8,0.2,2.7,0.6
C/C=C/c1ccc([C@@H]2[C@H]3CN(C(=O)Cc4cccnc4)CCCCN3[C@H]2CO)cc1,1.6,-3.6,0.9,14.8,-64.2,0.1,15.2,0.0
CC12CCC3C(CCC4(O)CC(O)CCC34C=NO)C1(O)CCC2C1=COC(=O)C1 (stereo unspecified),·,·,34.0,1.1,-2.6,-0.1,·,1.7
CC(NC1CCCCC1)C(O)C12CC3CC(CC(C3)C1)C2 (stereo unspecified),-1.1,-17.7,3.1,·,·,·,-10.5,·
c1ccc2c(CN3CCCCC3)c[nH]c2c1,0.5,1.5,-0.4,-1.4,0.8,-0.1,-10.1,-2.9
O=C(NCCN1CCC2(CC1)C(=O)NCN2c1ccccc1)C(c1ccccc1)c1ccccc1,·,·,·,0.9,-1.9,0.1,-3.7,-23.5
COc1ccc(C2NCCc3[nH]cnc32)cc1 (stereo unspecified),-2.0,·,·,2.9,-1.5,0.4,·,-2.3
CCOP(=O)(OCC)/C(C#N)=C/c1ccoc1,·,·,·,0.6,-2.4,0.0,-8.4,2.3
Cc1cc(C(=O)N2CCC3(CC2)OCCO3)cs1,0.5,0.6,-0.1,·,·,·,0.9,·
CCOc1ccc(C2C(C#N)=C(N)Oc3c2c(=O)oc2ccccc32)cc1 (stereo unspecified),1.4,-14.3,9.0,-2.9,·,·,·,·
C[C@H]1CN([C@@H](C)CO)C(=O)CCCn2cc(nn2)CO[C@@H]1CN(C)C(=O)Oc1cccc2ccccc12,49.2,-5.9,-5.5,-0.2&-10.4,4.0&-4.6,-0.7&0.1,11.0,-2.3
N#CC1=C(N)Oc2cc(O)ccc2C1c1ccc2c(c1)OCO2 (stereo unspecified),-1.1,·,-1.4,-3.2,-7.5,0.2,12.3,-3.0
Cc1ccc(S(=O)(=O)NC(Cc2cnc[nH]2)C(=O)O)cc1 (stereo unspecified),·,·,·,0.6,-1.2,0.2,·,-5.3
COC(=O)[C@H]1[C@H](CO)[C@H]2Cn3c(ccc(-c4ccccc4OC)c3=O)[C@@H]1N2Cc1ccccc1,-0.9,-3.7,·,·,-6.2,0.2,-6.5,·
COc1cccc(N2C(=O)NC(=O)/C(=C\c3ccc([N+](=O)[O-])s3)C2=O)c1,·,·,2.6,-120.0,7.6,0.4,-7.0,12.0
CCC(C)n1c(O)c(C=NC(C)c2ccccc2)c(=O)[nH]c1=S (stereo unspecified),·,·,·,-2.4,-4.3,0.0,·,-1.0
CCCCCCC(C)(C)c1ccc([C@@H]2C[C@H](O)CC[C@H]2CCCO)c(O)c1,0.2,0.9,·,-10.1,1.1,0.1,-0.9,-3.3
CC1CN1c1cc2c(c3c1ccn3C)C1CCC2C1 (stereo unspecified),-0.8,0.8,-12.9,-7.1,0.8,0.2,·,-0.8
C=CCN1C(=O)NC(=O)/C(=C\c2ccc(-c3ccccc3[N+](=O)[O-])o2)C1=O,·,·,·,4.6,0.7,0.1,-9.5,3.0
Cc1cc(OCC(=O)N2CCC(C(=O)O)(c3ccccc3)CC2)c2c(C)c(C)c(=O)oc2c1,-1.2,-6.9,8.6,0.9,-19.0,·,·,2.5
COc1cc2c(cc1O)CC1c3c(cc(O)c(OC)c3-2)CCN1C (stereo unspecified),9.9,-6.3,-7.7,-1.3,·,·,13.6,3.2
O=C1NCN(c2ccccc2)C12CCN(C(c1cccc3ccccc13)c1nnnn1Cc1ccccc1)CC2 (stereo unspecified),0.2,-3.9,-15.5,0.1,-0.9,0.1,9.6,·
Fc1cccc(-c2ccc3c(c2)CNCc2cnnn2-3)c1,-0.1,3.3,-0.6,-1.0,-5.0,·,0.6,-4.3
CCC1(NS(=O)(=O)c2ccc(N)cc2)C(=O)N(C)C(=O)N(C)C1=O,·,·,·,2.2,0.0,0.0,8.4,-0.7
O=C1NC(=S)N(c2ccccc2)C(=O)/C1=C/c1ccco1,0.4,-29.4,-0.9,-38.3,37.7*,0.0,-3.8,7.2
COCCOC(=O)c1c(C)n(C)c2ccc(OC(=O)N(C)C)cc12,0.0,-26.1,7.2,·,·,·,-9.4,·
CCOC(=O)[C@@H]1[C@@H]2NC(=O)N[C@@]1(C)Oc1ccccc12,-0.3&1.4,·,8.9&-3.4,-23.1&13.6,0.0&-6.1,·,·,-0.5&1.7
O=c1[nH]c(=O)n(Cc2ccc(F)cc2)c(O)c1C=NCc1cccnc1,-0.2,8.7,-10.9,-3.0,5.5,·,-19.9,-2.5
Cc1cc(C)n(CCOC(=O)C2C(C=C(Cl)Cl)C2(C)C)n1 (stereo unspecified),-4.6,0.2,-13.8,·,·,·,17.7,·
Cc1ccc(CS(=O)(=O)CCC(=O)N2CCC3(CC2)OCCO3)cc1,-0.4,-22.5,44.2*,1.0,0.7,·,10.5,1.4
CSCc1nnc2n1-c1ccc(Cl)cc1C(c1ccccc1)=NC2,2.1,·,4.5,5.8,·,0.1,18.0,4.1

Assay outcomes as filed in PubChem BioAssay.
